Screening data from PubChem BioAssay.
tuberculosis growth – growth inhibition of non-replicating M. tuberculosis (AID 488890) | Mycobacterium tuberculosis non-replicating, growth inhibition; higher % means a stronger effect | one-dose inhibition, % at 25 µM; IC50 in µM for titrated hits | actives 0.39% (n = 320,000); in the data active = a potency from the dose series; inconclusive = inhibition mostly from about 82% at the one dose, without a potency; inactive = the rest, 99 in 100 with inhibition below about 76%;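 also: plate controls were DMSO cells for no effect and high antibiotic wells for full effect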
H1N1 NS1A inhibition – H1N1 influenza NS1A inhibitors, functional cell based assay (AID 504329); NS1A functional cell-based assay, percent inhibition; higher % means a stronger effect; one-dose inhibition, % at 12.5 µM; IC50 in µM for titrated hits; actives 0.3% (n = 340,000); in the data active = a potency from the dose series; inconclusive = inhibition above about 27% without an active follow-up result; also: strong numbers were not always called active
H37Rv inhibition – M. tuberculosis growth inhibition, HTS (AID 449762); M. tuberculosis H37Rv growth inhibition, 7H9 media; higher % means a stronger effect; inhibition, % at 25 µM, or IC50 in µM where a hit was titrated; actives 0.59% (n = 330,000); in the data active = a potency from the dose series; inconclusive = inhibition above about 70% without an active follow-up result;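 also: bacterial growth assessed after seven days of incubation; strong numbers were not always called active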
inhibitors of VEEV – inhibitors of VEEV TC-83 cytopathic effect, confirmation, Vero cells (AID 588727) | actives 0.13% (n = 350,000) | Vero cells, VEEV TC-83 cytopathic effect inhibition; higher % means a stronger effect | inhibition, % at 20 µM; hits with a dose series show IC50 in µM; in the data active = a potency from the dose series; inconclusive = inhibition mostly from about 14% at the one dose, without a potency; inactive = the rest, 99 in 100 with inhibition below about 12%; also: strong numbers were not always called active
Salmonella PhoP GFP – Inhibition of PhoP regulon, Salmonella typhi GFP reporter cells, confirmation, 4 h (AID 1850); actives 0.33% (n = 310,000); one-dose inhibition, % at 50 µM; IC50 in µM for titrated hits; Salmonella Typhi PhoP-promoter GFP reporter, fluorescence, 4 h; higher % means a stronger effect; in the data active = a potency from the dose series; inconclusive = inhibition mostly from about 25% at the one dose, without a potency; inactive = the rest, 99 in 100 with inhibition below about 19%;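 also: 0% = induced wells with vehicle and 100% = uninduced wells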
inhibitors of VEEV 10K pilot screen – second read-out of inhibitors of VEEV, no call of its own (marks repeat the call); inhibition, %; measured here: 10K pilot screen inhibition
* marks the source's active call; other numbers are inactive results; i = inactive; ? = inconclusive; nt = no result given. Compounds as they come; about 1.5% have a hit in one of these screens.

SMILES	tuberculosis growth	H1N1 NS1A inhibition	H37Rv inhibition	inhibitors of VEEV	Salmonella PhoP GFP	others
COc1ccc(C(NC(=O)/C=C/c2ccco2)c2ccc(OC)cc2)cc1	-13%	9%	-6%	i	-5%
CCn1c(-c2cccnc2Cl)nc2cc(Cl)c(Cl)cc21	41%	5%	1%	2.5%	-1%
Cc1ccccc1SCC(=O)Nc1ccc(N2CCOCC2)cc1	0%	2%	10%	1.5%	19%
Cc1ccc(NC(=O)CN2C(=O)S/C(=C\c3cccn3-c3cccc(C(=O)O)c3)C2=O)cc1C	4%	7%	-2%	1.0%	-3%	inhibitors of VEEV 10K pilot screen=1.4
CN(Cc1ccccc1)C(=O)COC(=O)C12CC3CC(CC(Br)(C3)C1)C2	-3%	-23%	-3%	1.9%	nt
O=C(Cn1cc(COc2ccccc2[N+](=O)[O-])nn1)c1ccc(O)cc1	nt	-3%	nt	0.1%	nt
CC(C)(C)NC(=O)C(c1ccc(Cl)cc1)N(CCO)C(=O)c1snc(C(N)=O)c1N (stereo not drawn)	12%	-36%	4%	0.8%	-8%
C=C(C)CNC(=S)N/N=C/c1ccc(NC(C)=O)cc1	-16%	-3%	4%	2.0%	6%
COc1ccc(C(=O)COC(=O)CN2CC(=O)Oc3ccccc32)cc1Br	68%	4.2µM*	1%	5.1%	-7%
OCCCn1c(C2CCCN2c2nc(-c3ccc(F)cc3)cs2)nc2cc(C(F)(F)F)ccc21 (stereo not drawn)	-12%	-6%	11%	2.2%	-5%
Cc1cc(C(=O)N2CCCC(C(=O)c3cc(F)ccc3F)C2)c(C)o1 (stereo not drawn)	4%	14%	10%	i	5%
N#Cc1ccc(OCC(=O)N2CCN(S(=O)(=O)c3cccc(Cl)c3)CC2)cc1	6%	4%	-4%	2.6%	nt
Cc1nnc(C)n1/N=C/c1ccc(C(=O)O)cc1	-11%	-5%	-14%	i	-5%
COc1cc(C(=O)CSc2nnc(-c3ccc(O)cc3)n2CC2CCCO2)ccc1NC(C)=O (stereo not drawn)	-11%	1%	-7%	0.0%	-8%
CC1C=CC(C)C(C(=O)O)C1C(=O)O (stereo not drawn)	1%	4%	-2%	i	-11%

The closing three entries of the section above lead into the next.
SMILES	tuberculosis growth	H1N1 NS1A inhibition	H37Rv inhibition	inhibitors of VEEV	Salmonella PhoP GFP	others
Cc1nnc(C)n1/N=C/c1ccc(C(=O)O)cc1	-11%	-5%	-14%	i	-5%
COc1cc(C(=O)CSc2nnc(-c3ccc(O)cc3)n2CC2CCCO2)ccc1NC(C)=O (stereo not drawn)	-11%	1%	-7%	0.0%	-8%
CC1C=CC(C)C(C(=O)O)C1C(=O)O (stereo not drawn)	1%	4%	-2%	i	-11%
O=C(Nc1nccs1)c1ccc(-c2ccc([N+](=O)[O-])cc2)o1	0%	-1%	-7%	i	-20%
O=C(NCc1ccccc1)Nc1cccn(Cc2ccc(Cl)cc2)c1=O	-14%	3%	-4%	0.4%	-5%
COc1ccccc1C=NN=C1c2ccccc2-c2ccccc21	nt	1%	nt	22%	nt
C/C(=N\NC(=S)Nc1c(C)cccc1C)c1ccc(O)cc1	2%	1%	-1%	2.2%	1%
O=C(CCN1C(=O)[C@H]2CC=CC[C@H]2C1=O)NCc1nc(-c2ccccc2)no1	-11%	-3%	5%	0.4%	3%
CCOC(=O)c1sc(NC(=O)CN2CCCC2)c(C(=O)OCC)c1C	47%	-2%	8%	2.1%	9%
O=c1c(-c2ccco2)[n+]([O-])c2ccccc2n1OCc1c(F)cccc1F	-6%	2%	0%	i	-4%
O=C(NC1CCN(C(=S)Nc2ccc(F)cc2)CC1)c1ccco1	-9%	3%	2%	0.4%	-7%
Cc1c[n+]([O-])cc(C)c1Oc1ccccc1	-4%	-16%	-6%	5.8%	-11%
Cn1c(=O)[nH]c(=O)c2c1nc1n2CC(COc2ccc3ccccc3c2)O1 (stereo not drawn)	4%	4%	-5%	2.1%	-3%
Fc1ccc(-c2csc3[n+]2CCS3)cc1	4%	-1%	4%	i	2%
COc1ccc(-c2cc(C3CCN(c4ccc(C(C)=O)cc4[N+](=O)[O-])CC3)[nH]n2)cc1	15%	8%	3%	i	-3%
Cc1ccc(S(=O)(=O)CCC(=O)OCc2ccc(S(=O)(=O)C(C)C)cc2)cc1	61%	-2%	-4%	2.5%	-1%
CC(C)(C)NC(=O)COc1ccc(CNc2ccc3[nH]c(=O)[nH]c3c2)cc1	16%	4%	0%	1.2%	-3%
O=C(N/N=C/C(Cl)=C\c1ccccc1)c1cccs1	48%	-13%	?	7.3%	7%
COc1cccc(CC2(CO)CCCN(Cc3ccc4c(c3)OCCO4)C2)c1 (stereo not drawn)	9%	10%	6%	i	4%
Cc1nn(C)c(Cl)c1CN1CCCC(C(=O)Nc2cccc(-n3cccn3)c2)C1 (stereo not drawn)	4%	23%	1%	2.9%	-2%
COc1ccccc1NC(=O)CC1S/C(=N/N=C(\C)C2CCCCC2)NC1=O (stereo not drawn)	12%	20%	-7%	6.2%	-6%
N=c1c2c(-c3ccccc3)c(-c3ccccc3)oc2ncn1CCN1CCOCC1	68%	4%	?	2.4%	-19%
COc1ccc(S(=O)(=O)N2CCC(=O)N2)cc1	-3%	-8%	0%	i	5%
CC(C)CN1CCN(Cc2c[nH]c3ccccc23)CC1CCO (stereo not drawn)	10%	-2%	0%	3.0%	-1%
COc1ccc(NC(=O)CSc2ncnc3sc(C)cc23)cc1	21%	5%	3%	0.0%	-9%
Cc1ccc(S(=O)(=O)N2CCCC2c2cccnc2)cc1 (stereo not drawn)	0%	4%	2%	1.2%	-11%
O=C(c1cc([N+](=O)[O-])ccc1N1CCCC1)N1CCCC1	1%	-11%	-2%	1.2%	4%
CC1CCCN(CCOc2cccc(Oc3ccccc3)c2)C1 (stereo not drawn)	32%	-1%	8%	i	-5%
CC1Oc2ccccc2C=C1/C=N/NC(=O)[C@@H](C)NC(=O)OC(C)(C)C (stereo partly drawn)	46%	-5%	5%	0.0%	-9%
Cc1ccc(S(=O)(=O)N2CCCC(C(=O)NNCC(=O)Nc3cc(F)ccc3F)C2)cc1 (stereo not drawn)	nt	-7%	1%	5.8%	3%
COc1ccc(CCN(Cc2cccs2)S(=O)(=O)c2ccc(S(=O)(=O)N3CCC(C)CC3)cc2)cc1OC	-12%	-5%	-4%	0.2%	-10%
COc1cc(OC)c2c(c1)C(=O)OC2	-26%	3%	-7%	1.1%	-18%
CC(C)(C)C1CCc2c(sc(NC(=O)c3ccco3)c2C(N)=O)C1 (stereo not drawn)	-12%	3%	-2%	i	8%
COc1cccc(C(=O)N2CCC(C(=O)N3CCN(C)CC3)CC2)c1	nt	3%	nt	0.6%	nt
CCCOc1ccc(C(=O)Nc2ccc(NC(=O)c3cccs3)cc2)cc1	nt	-1%	2%	1.1%	12%
O=C(NCCc1ccccc1)C(=O)NCC1OCCN1S(=O)(=O)c1ccc([N+](=O)[O-])cc1 (stereo not drawn)	26%	-14%	11%	3.6%	2%
Fc1ccc(-n2c(-c3cccs3)nc3nc4ccccc4nc32)cc1	-1%	-11%	-2%	3.2%	1%
O=C(Cc1coc(-c2ccc(F)cc2)n1)Nc1ccccc1	5%	6%	-5%	0.7%	-2%
CCOc1[nH]n(-c2ccccc2)c(=O)c1C=Nc1ccc(C)cc1	-26%	7%	10%	0.6%	-7%
c1ccc(-c2nnc(SCc3nc4ccccc4[nH]3)n2Cc2ccco2)nc1	-7%	0%	-4%	4.9%	7%	inhibitors of VEEV 10K pilot screen=0.6
COc1ccc(C(=O)NCC(=O)N2CCC3(CC2)NCCc2[nH]cnc23)cc1	-8%	-12%	1%	i	-12%
CCOC(=O)c1sc(NC(=O)CSc2ccccn2)c(C#N)c1C	6%	-2%	6%	i	-12%
COc1ccccc1N(CC(=O)NCCSCc1ccc(Cl)cc1)S(C)(=O)=O	-9%	21%	-5%	i	6%
COc1ccc(NC(=O)CCC(=O)c2ccc(-c3ccccc3)cc2)cc1	-1%	-14%	?	i	-21%
O=C(Cc1ccc(Cl)cc1)Nc1ccc(N2CCN(C(=O)c3ccco3)CC2)c(Cl)c1	62%	7%	?	4.4%	-4%
COc1ccc(S(=O)(=O)NCc2ccc(C)cc2)cc1	7%	-8%	20%	0.9%	-3%
COC(=O)c1ccc(NC(=O)C(=O)c2cccn2C)cc1	8%	-8%	4%	i	6%
Cc1cc(C(=O)COc2cccnc2[N+](=O)[O-])c(C)n1Cc1ccco1	36%	3%	2%	0.3%	4%
O=C(COc1ccc(S(=O)(=O)NCc2ccccc2)cc1)NCC1CCCO1 (stereo not drawn)	-13%	0%	-2%	0.2%	2%
COC(CNC(=O)C1CCCCC1C(=O)O)OC (stereo not drawn)	-11%	-1%	6%	2.2%	-2%
COC/C=C/C1=CC2=CC(=O)C(C)(OC(=O)c3cnc4ccccc4n3)C(=O)C2=CN1CCOC (stereo not drawn)	-8%	8%	1%	0.2%	-7%	inhibitors of VEEV 10K pilot screen=0.5
O=C(Nc1ccc(N2CCN(C(=O)c3ccccc3)CC2)cc1)c1cccnc1	3%	14%	-1%	0.4%	3%
CC12CN(C(=O)c3cccc([N+](=O)[O-])c3)C3(C#N)CC1CCC23C (stereo not drawn)	-4%	-4%	2%	0.7%	-3%
Cc1ccc(NCc2nnc3n2CCCCC3)cc1	18%	-10%	-1%	i	-5%
Clc1cccc(N2CCN(CCNc3nc4ccccc4n4cnnc34)CC2)c1	31%	-3%	3%	i	-1%
CC1[C@H]2Cc3ccc(O)cc3[C@]1(C)CCN2CCc1ccccc1 (stereo partly drawn)	-3%	3%	-10%	0.9%	nt
CCOC(=O)C1CCN(C(=O)CNS(=O)(=O)c2cccs2)CC1	-6%	9%	1%	0.3%	0%	inhibitors of VEEV 10K pilot screen=1.0
COc1cc(OC)cc(C(=O)NCC(=O)OCC(=O)NC2CCCc3ccccc32)c1 (stereo not drawn)	-5%	-18%	-3%	51%	nt
COc1cc(C(=O)Nc2ccc(C(=O)O)cc2)ccc1OC(C)=O	-1%	-5%	-3%	0.7%	2%
CC(=O)NC(NC(C)=O)c1ccc(Br)cc1	nt	1%	nt	i	4%
CCn1c(SCC(=O)Nc2cccc(OC)c2)nnc1-c1ccc(Cl)cc1	5%	11%	3%	5.5%	-8%
Cc1ccc(NC(=O)CN(C)C(=O)CCC(=O)c2cccs2)cc1	8%	-3%	-4%	0.3%	8%
CC(C)Cc1ccc(C(C)NC(=O)Cc2ccc(S(=O)(=O)N3CCOCC3)s2)cc1 (stereo not drawn)	12%	-2%	-3%	2.7%	10%
Remaining list, next part
SMILES	tuberculosis growth	H1N1 NS1A inhibition	H37Rv inhibition	inhibitors of VEEV	Salmonella PhoP GFP	others
Cc1ccc(C)c(S(=O)(=O)N2CCCCC2CCNC(=O)C(=O)NCc2ccccn2)c1 (stereo not drawn)	6%	-3%	-5%	6.2%	-4%
COc1ccc(C(=O)Nc2ccc(N3CCN(C(=O)c4cccs4)CC3)cc2)cc1Br	31%	5%	?	8.6%	-21%
N#Cc1ccc(N2C(=O)[C@@H]3C(C(=O)C(c4ccccc4)c4ccccc4)=NN[C@@H]3C2=O)cc1	40%	-5%	16%	i	-7%
COC(=O)c1ccc(OC)c(CSc2nnc(-c3ccc(C)cc3)o2)c1	nt	14%	nt	0.3%	nt
Cc1cc(C(=O)NCc2cccnc2)n(-c2ccccc2)n1	nt	24%	4%	i	nt
COc1ccccc1OC(=O)C1CC(=O)N(c2ccc(Cl)cc2)C1 (stereo not drawn)	?	-5%	12%	4.3%	4%
CC(=O)Nc1ccc(NC(=O)COC(=O)c2ccc(C)s2)cc1	1%	0%	-3%	2.0%	2%	inhibitors of VEEV 10K pilot screen=1.0
COc1ccc(C2C(=O)NN=C2C)cc1 (stereo not drawn)	nt	-2%	nt	0.4%	nt
CC1CC1C(=O)NCCc1ccc(Cl)cc1 (stereo not drawn)	41%	5%	-1%	5.3%	-9%

Quoted at random: four records from the list, in no set order.
SMILES	tuberculosis growth	H1N1 NS1A inhibition	H37Rv inhibition	inhibitors of VEEV	Salmonella PhoP GFP	others
CC(=O)Nc1ccc(NC(=O)COC(=O)c2ccc(C)s2)cc1	1%	0%	-3%	2.0%	2%	inhibitors of VEEV 10K pilot screen=1.0
N#Cc1ccc(N2C(=O)[C@@H]3C(C(=O)C(c4ccccc4)c4ccccc4)=NN[C@@H]3C2=O)cc1	40%	-5%	16%	i	-7%
CC1CC1C(=O)NCCc1ccc(Cl)cc1 (stereo not drawn)	41%	5%	-1%	5.3%	-9%
Cc1cc(C(=O)NCc2cccnc2)n(-c2ccccc2)n1	nt	24%	4%	i	nt
